# BioA inh = blocks M. tuberculosis BioA enzyme activity; purified M. tuberculosis BioA enzyme, plate reader; inhibition, % at 9.99 µM; hit rate 0.096% among 360,000; AID 602481; in the data active means inhibition above about 40%
# An asterisk follows results filed as active. Only part of the results is shown, so the mix of outcomes need not match the whole.
canonical_smiles	BioA inh
C[C@H](NC(=O)[C@@H]1[C@@H](CO)[C@@H]2Cn3c(cccc3=O)[C@H]1N2C(=O)C1CCC1)c1ccccc1	0.8
C[C@@H]1CCCCO[C@H](CN(C)Cc2ccc(C(F)(F)F)cc2)[C@H](C)CN([C@H](C)CO)C(=O)c2cc(NS(=O)(=O)c3cn(C)cn3)ccc2O1	4.9
C[C@@H]1CN([C@@H](C)CO)C(=O)c2ccccc2-c2ccccc2CO[C@H]1CN(C)C(=O)Nc1ccc(F)cc1	-2.2
CCNC(=O)C[C@@H]1CC[C@@H]2[C@H](COc3ccc(NC(=O)Nc4cccc(OC)c4)cc3C(=O)N2C)O1	6.2
COc1ccc(NC(=O)Nc2ccc3c(c2)C(=O)N([C@@H](C)CO)C[C@@H](C)[C@H](CN(C)C(=O)CCC(F)(F)F)OCCCC[C@@H](C)O3)cc1	2.9
C[C@@H]1CN([C@@H](C)CO)C(=O)c2cc(C#CC3(O)CCCC3)cnc2O[C@H]1CN(C)C(=O)CN(C)C	0.0
COCC(=O)N(C)C[C@@H]1Oc2ncc(C#C[C@H](C)O)cc2C(=O)N([C@H](C)CO)C[C@@H]1C	-1.4
C[C@H]1CN([C@@H](C)CO)C(=O)c2cccc(NS(=O)(=O)c3cccs3)c2O[C@@H]1CN(C)CC1CCCCC1	-0.8
CC(C)NC(=O)N(C)C[C@H]1Oc2ccc(NS(C)(=O)=O)cc2C(=O)N([C@H](C)CO)C[C@@H]1C	1.4
C[C@@H]1CN([C@H](C)CO)C(=O)c2cc(NS(=O)(=O)c3ccc(F)cc3)ccc2O[C@@H](C)CCCCO[C@H]1CN(C)Cc1ccccc1	0.7

# Fetched one by one from the entries so far:
canonical_smiles	BioA inh
C[C@@H]1CN([C@@H](C)CO)C(=O)c2ccccc2-c2ccccc2CO[C@H]1CN(C)C(=O)Nc1ccc(F)cc1	-2.2
COc1ccc(NC(=O)Nc2ccc3c(c2)C(=O)N([C@@H](C)CO)C[C@@H](C)[C@H](CN(C)C(=O)CCC(F)(F)F)OCCCC[C@@H](C)O3)cc1	2.9

# (list continues)
canonical_smiles	BioA inh
CN1c2ccc(-c3ccc(F)cc3)cc2[C@@H]2[C@@H](CCN2C(=O)c2ccccn2)[C@H]1CO	0.5
C[C@@H](NC(=O)[C@@H]1[C@@H](CO)[C@@H]2Cn3c(cccc3=O)[C@H]1N2Cc1cccnc1)c1ccccc1	-1.6
Cc1noc(C)c1NC(=O)N(C)C[C@@H]1OCCCC[C@@H](C)Oc2ccc(NC(=O)Nc3ccc(C(F)(F)F)cc3)cc2C(=O)N([C@H](C)CO)C[C@@H]1C	-1.2
CC(C)NC(=O)N(C)C[C@@H]1OCc2ccccc2-c2c(n(C)c3ccccc23)C(=O)N([C@H](C)CO)C[C@H]1C	0.6
C[C@H](O)C#Cc1ccc2c(c1)O[C@H](CN(C)C(=O)CC1CC1)[C@H](C)CN([C@@H](C)CO)S2(=O)=O	-0.1
C[C@H]1CCCCO[C@@H](CN(C)C(=O)Nc2ccccc2)[C@@H](C)CN([C@@H](C)CO)C(=O)c2cc(NS(=O)(=O)c3ccc(Cl)cc3)ccc2O1	0.4
OC[C@H]1[C@@H](c2ccc(C#Cc3ccccc3F)cc2)[C@H]2CN(Cc3cncnc3)CCCCN21	3.0
CCS(=O)(=O)NCC[C@@H]1CC[C@@H](NS(=O)(=O)c2cccc(F)c2)[C@@H](CO)O1	0.9
C[C@H](CO)N1C[C@H](C)[C@@H](CN(C)C(=O)Nc2ccccc2)Oc2ncc(Br)cc2C1=O	3.3
COc1ccc(CN(C)C[C@H]2Oc3c(NS(=O)(=O)c4ccc(F)cc4)cccc3C(=O)N([C@H](C)CO)C[C@@H]2C)cc1	-1.6
COc1ccc(COCC23N=C4SCCCN4[C@H](c4ccccc4O2)[C@H]3CO[Si](C)(C)C(C)(C)C)cc1	-0.4
C[C@@H]1CN([C@@H](C)CO)C(=O)c2cc(NS(C)(=O)=O)ccc2O[C@@H]1CN(C)Cc1ccc(-c2ccccc2)cc1	0.8
Cc1noc(C)c1NC(=O)Nc1ccc2c(c1)C(=O)N([C@H](C)CO)C[C@@H](C)[C@@H](CN(C)C(=O)NC(C)C)O2	0.9
CCCNC(=O)C[C@@H]1CC[C@H]2[C@H](COc3ccc(NC(=O)Nc4cccc(C)c4)cc3C(=O)N2C)O1	-2.1
Cc1ccc(S(=O)(=O)Nc2ccc3c(c2)C(=O)N([C@@H](C)CO)C[C@@H](C)[C@@H](CN(C)C(=O)Nc2c(C)noc2C)OCCCC[C@H](C)O3)cc1	2.5
Cc1noc(C)c1S(=O)(=O)Nc1ccc2c(c1)CC(=O)N([C@@H](C)CO)C[C@H](C)[C@@H](CN(C)C(=O)NC1CCCCC1)O2	-0.6
CN1C(=O)c2cc(NC(=O)c3cccc(C(F)(F)F)c3)ccc2OC[C@H]2O[C@@H](CC(=O)O)CC[C@H]21	0.1
C[C@H](CO)N1C[C@H](C)[C@@H](CN(C)C(=O)Cc2ccccc2)Oc2ncc(C3=CCCCC3)cc2C1=O	0.2
CC(C)NC(=O)N(C)C[C@@H]1Oc2ncc(-c3ccc(C(=O)N(C)C)cc3)cc2C(=O)N([C@H](C)CO)C[C@H]1C	-1.6
COc1cccc(S(=O)(=O)N[C@H]2CC[C@H](CC(=O)NCc3ccccc3)O[C@H]2CO)c1	-1.5
C[C@@H]1CCCCO[C@@H](CN(C)C(=O)c2ccncc2)[C@H](C)CN([C@H](C)CO)C(=O)c2cc(NS(=O)(=O)c3ccccc3)ccc2O1	-3.3
C[C@@H]1CN([C@H](C)CO)S(=O)(=O)c2ccc(C#C[C@@H](C)O)cc2O[C@H]1CN(C)C(=O)Cc1ccccn1	1.2
Cc1cccc(NC(=O)Nc2ccc3c(c2)C(=O)N(C)[C@@H]2CC[C@@H](CC(=O)NCc4ccccc4Cl)O[C@H]2CO3)c1	0.5
COc1ccc(NC(=O)Nc2ccc3c(c2)[C@@H]2C[C@@H](CC(=O)NCc4ccccn4)O[C@H](CO)[C@@H]2O3)cc1	-0.5
COc1ccc(S(=O)(=O)Nc2ccc3c(c2)CC(=O)N([C@@H](C)CO)C[C@@H](C)[C@@H](CN(C)S(=O)(=O)c2ccc(F)cc2)O3)cc1	-3.0
C[C@@H]1CCCCO[C@@H](CN(C)C(=O)CCCN(C)C)[C@@H](C)CN([C@H](C)CO)C(=O)c2cc(NC(=O)Cc3ccccc3)ccc2O1	3.2
COc1cccc(S(=O)(=O)Nc2ccc3c(c2)[C@@H]2C[C@@H](CC(=O)O)O[C@@H](CO)[C@@H]2O3)c1	-1.0
CCCC#Cc1ccc2c(c1)O[C@@H](CN(C)CCC)[C@@H](C)CN([C@H](C)CO)S2(=O)=O	1.6
Cc1ccc(S(=O)(=O)N[C@H]2C=C[C@H](CC(=O)N3CCN(c4ccccc4)CC3)O[C@H]2CO)cc1	0.7
Cc1ccc(S(=O)(=O)Nc2cccc3c2O[C@@H](CN(C)S(=O)(=O)c2ccc(C)cc2)[C@@H](C)CN([C@H](C)CO)C3=O)cc1	0.6
CCCNC(=O)C[C@@H]1CC[C@H]2[C@@H](COc3ccc(NC(=O)c4cc(F)cc(F)c4)cc3C(=O)N2C)O1	11
CCCC#Cc1ccc2c(c1)O[C@H](CN(C)C(=O)NCCC)[C@@H](C)CN([C@H](C)CO)S2(=O)=O	-1.8
CC(C)NC(=O)Nc1ccc2c(c1)C(=O)N([C@@H](C)CO)C[C@@H](C)[C@@H](CN(C)C(=O)c1ccncc1)OCCCC[C@H](C)O2	-1.7
O=C(Nc1cccc(Cl)c1)N[C@@H]1CC[C@@H](CCn2cc(Cc3ccccc3)nn2)O[C@H]1CO	2.6
COc1ccccc1-c1cn(CC[C@H]2CC[C@H](NC(=O)C3CCC3)[C@@H](CO)O2)nn1	4.3
C[C@H](CO)N1C[C@H](C)[C@@H](CN(C)Cc2ccccc2)OCCCC[C@H](C)Oc2ccc(NC(=O)Nc3ccc(C(F)(F)F)cc3)cc2C1=O	-3.1
CC(C)NC(=O)N1C[C@@H]2[C@H](c3ccccc31)[C@@H](CO)N2C(=O)c1ccccc1	-3.4
C[C@@H]1CCCCO[C@H](CN(C)C(=O)Nc2ccccc2)[C@@H](C)CN([C@H](C)CO)C(=O)c2cc(NC(=O)Nc3ccccc3)ccc2O1	-1.1
COCC(=O)Nc1ccc2c(c1)OC[C@@H](C)N(Cc1cocn1)C[C@@H](C)[C@@H](OC)CN(C)C2=O	-1.6
CC(C)CC#Cc1ccc([C@@H]2[C@H](CO)N3CCCCN(S(=O)(=O)c4ccc(F)cc4)C[C@@H]23)cc1	-1.0

# Some of the entries above, set out differently.
smiles: COc1ccccc1-c1cn(CC[C@H]2CC[C@H](NC(=O)C3CCC3)[C@@H](CO)O2)nn1
  BioA inh = 4.3

smiles: C[C@H](CO)N1C[C@H](C)[C@@H](CN(C)Cc2ccccc2)OCCCC[C@H](C)Oc2ccc(NC(=O)Nc3ccc(C(F)(F)F)cc3)cc2C1=O
  BioA inh = -3.1

smiles: CC(C)NC(=O)N1C[C@@H]2[C@H](c3ccccc31)[C@@H](CO)N2C(=O)c1ccccc1
  BioA inh = -3.4

smiles: C[C@@H]1CCCCO[C@H](CN(C)C(=O)Nc2ccccc2)[C@@H](C)CN([C@H](C)CO)C(=O)c2cc(NC(=O)Nc3ccccc3)ccc2O1
  BioA inh = -1.1

# Continuation.
canonical_smiles	BioA inh
COc1ccc(NC(=O)Nc2ccc3c(c2)C(=O)N([C@@H](C)CO)C[C@@H](C)[C@@H](CN(C)C)OCCCC[C@H](C)O3)cc1	2.4
COc1ccc(CCNC(=O)[C@@H]2c3ccccc3C(=O)N(CC34CC5CC(CC(C5)C3)C4)[C@H]2c2ccc(CO)cc2)cc1	-1.3
Cc1noc(C)c1S(=O)(=O)N(C)C[C@H]1OCCCC[C@@H](C)Oc2ccc(NC(=O)NC(C)C)cc2C(=O)N([C@@H](C)CO)C[C@@H]1C	2.2
Cc1ccc(F)cc1S(=O)(=O)N[C@@H]1CCN(C(=O)c2ccc(OC(C)C)cc2)C1	-0.2
COc1ccc(NC(=O)Nc2ccc3c(c2)C(=O)N([C@H](C)CO)C[C@H](C)[C@H](CN(C)C(=O)Nc2ccc(OC)cc2)OCCCC[C@H](C)O3)cc1	-3.1
O=C(Nc1ccccc1F)N1C[C@@H]2[C@H](c3ccccc31)[C@@H](CO)N2C(=O)C1CC1	-3.7
O=C(NCC[C@H]1CC[C@@H](NC(=O)c2cnccn2)[C@H](CO)O1)Nc1ccc(Cl)cc1	7.4
C[C@H](CO)N1C[C@H](C)[C@H](CN(C)C(=O)Nc2ccc(F)cc2)Oc2c(NC(=O)NC3CCCCC3)cccc2C1=O	3.0
COc1cccc(C#Cc2ccc([C@H]3[C@@H](C#N)N[C@@H]3CO)cc2)c1	-1.6
C[C@@H]1CN([C@H](C)CO)C(=O)c2cccc(NS(=O)(=O)c3ccc(Cl)cc3)c2O[C@@H]1CN(C)C(=O)Nc1ccc(C(F)(F)F)cc1	-1.9
C[C@H]1CN([C@@H](C)CO)C(=O)c2cc(C#CC3CC3)cnc2O[C@@H]1CN(C)C(=O)CC1CC1	-0.5
C[C@H](CO)N1C[C@H](C)[C@H](CN(C)Cc2ccc(C(=O)O)cc2)Oc2c(NC(=O)c3cnccn3)cccc2C1=O	-2.0
CN(C)C(=O)c1ccc(-c2ccc([C@@H]3[C@@H](CO)N(S(C)(=O)=O)[C@H]3C#N)cc2)cc1	-0.2
Cc1ccc(S(=O)(=O)N(C)C[C@H]2Oc3ccc(NC(=O)Nc4c(C)noc4C)cc3CC(=O)N([C@H](C)CO)C[C@H]2C)cc1	7.2
COc1ccccc1S(=O)(=O)N(C)C[C@H]1Oc2ncc(-c3ccc(C)cc3)cc2C(=O)N([C@H](C)CO)C[C@H]1C	-1.9
COc1ccc(S(=O)(=O)Nc2ccc3c(c2)CC(=O)N([C@H](C)CO)C[C@H](C)[C@@H](CN(C)S(C)(=O)=O)O3)cc1	2.1
CN(C)C(=O)[C@H]1[C@H](CO)[C@H]2Cn3c(ccc(-c4ccc(F)cc4)c3=O)[C@@H]1N2CCc1ccccc1	-0.7
Cc1ccc(S(=O)(=O)N[C@@H]2CC[C@@H](CC(=O)NCc3ccc(Cl)c(Cl)c3)O[C@H]2CO)cc1	-5.1
Cc1ccc(S(=O)(=O)Nc2ccc3c(c2)C(=O)N([C@@H](C)CO)C[C@@H](C)[C@@H](CN(C)C(=O)Nc2ccc(F)cc2)OCCCC[C@@H](C)O3)cc1	-3.4
C[C@@H]1CN([C@@H](C)CO)C(=O)c2cc(NS(=O)(=O)c3ccccc3)ccc2O[C@H]1CN(C)S(=O)(=O)c1cn(C)cn1	0.1
O=C(C[C@H]1CC[C@H](NS(=O)(=O)c2ccc(F)cc2)[C@H](CO)O1)NCc1ccc(Cl)c(Cl)c1	-2.1
Cc1ccc(S(=O)(=O)Nc2ccc3c(c2)CC(=O)N([C@@H](C)CO)C[C@H](C)[C@H](CN(C)S(=O)(=O)c2cn(C)cn2)O3)cc1	2.9
C[C@H]1CN([C@@H](C)CO)C(=O)c2cccc(NC(=O)Nc3ccc(F)cc3)c2O[C@@H]1CN(C)Cc1ccc(Oc2ccccc2)cc1	-1.3
C[C@H]1CCCCO[C@H](CN(C)S(=O)(=O)c2cn(C)cn2)[C@@H](C)CN([C@@H](C)CO)C(=O)c2cc(NC(=O)Nc3ccc(F)cc3)ccc2O1	1.0
C[C@@H]1CN([C@H](C)CO)C(=O)Cc2cc(NC(=O)Nc3ccc(F)cc3)ccc2O[C@H]1CN(C)C(=O)NC1CCCCC1	0.7
Cn1cnc(S(=O)(=O)N2C[C@@H](O)COC[C@@H]3O[C@H](CC(=O)NC4Cc5ccccc5C4)CC[C@H]32)c1	-0.1
COc1ccc(S(=O)(=O)Nc2ccc3c(c2)CC(=O)N([C@@H](C)CO)C[C@@H](C)[C@H](CN(C)S(=O)(=O)c2cccs2)O3)cc1	3.7

# Screens (PubChem BioAssay)
